GLA spleen mod = qHTS Assay for Inhibitors and Activators of Human alpha-Galactosidase From Spleen Homogenate. Alpha-galactosidase A (Homo sapiens), P06280. human spleen homogenate, 4MU-alpha-Gal fluorescence, 40 min. Potency, µM (series often up to 80 µM), for the others: at the top dose activity change, negative = inhibition, hits mostly inhibitors. 240,000 tested, 0.008% active;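 note: 0% = enzyme with vehicle and -100% = no enzyme basal signal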
Target sequence (P06280 32-429 limits assumed): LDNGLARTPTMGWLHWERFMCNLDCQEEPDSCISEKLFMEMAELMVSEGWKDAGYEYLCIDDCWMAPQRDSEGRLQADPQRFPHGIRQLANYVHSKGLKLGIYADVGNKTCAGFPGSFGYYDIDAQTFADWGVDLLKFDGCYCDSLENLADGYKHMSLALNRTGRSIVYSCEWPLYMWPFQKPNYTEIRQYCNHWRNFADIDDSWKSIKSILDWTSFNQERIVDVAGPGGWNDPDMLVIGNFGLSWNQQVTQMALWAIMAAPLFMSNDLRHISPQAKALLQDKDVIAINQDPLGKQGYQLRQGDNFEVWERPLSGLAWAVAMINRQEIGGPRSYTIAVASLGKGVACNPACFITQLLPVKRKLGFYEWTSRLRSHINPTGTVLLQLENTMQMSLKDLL
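Human spleen homogenate (1 ug) as enzyme source, 4-methylumbelliferyl-alpha-D-galactopyranoside 1 mM final, citrate/phosphate pH 5.0 with 0.01% Tween-20. Compounds 40 min at 37C, NaOH/glycine stop; fluorescence Ex 365/Em 440, Hill-fit AC50.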
Tau ThT inhib = qHTS for Inhibitors of Tau Fibril Formation, Thioflavin T Binding. Microtubule-associated protein tau (Homo sapiens), P10636. recombinant tau K18 P301L, heparin-induced fibrillization, ThT fluorescence. Potency, µM (doses to about 57.4 µM), for the others: at the top dose activity, negative = inhibition, hits mostly inhibitors. 270,000 tested, 2.1% active; note: % is set by controls: 0 for no effect and ±100 for the full control effect; nearly all actives have a fitted effect of over 55% in size
Target sequence (P10636 561-689 P618L limits assumed): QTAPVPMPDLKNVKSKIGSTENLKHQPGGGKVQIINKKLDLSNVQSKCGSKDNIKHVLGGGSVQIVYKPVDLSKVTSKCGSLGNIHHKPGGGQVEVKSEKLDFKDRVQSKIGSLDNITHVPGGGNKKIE
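Using a mix of unlabeled (15 uM) and Alexa 594-labeled (0.24 uM) tau K18 P301L, heparin-triggered fibrillization over 6 hr at 37 C was scored by ThT fluorescence.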
GAA glycogen = qHTS Assay for Inhibitors and Activators of Human alpha-Glucosidase Cleavage of Glycogen. AID 2100, 2009. Lysosomal alpha-glucosidase (Homo sapiens), P10253. recombinant GAA, glycogen substrate, Amplex Red glucose oxidase fluorescence. 300,000 tested, 0.38% active. Potency, µM (top dose mostly 76.4 µM), inactives show at the top dose activity change, negative = inhibition, usual class: inhibitors;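 note: 0% = full enzyme reaction and -100% = no-enzyme basal signal; the screen sought inhibitors and activators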
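qHTS, 1536-well; enzyme 4 nM final; cpd up to 77 uM; substrate bovine liver glycogen 30 ug; 50 mM citrate/phosphate pH 5.0, 0.01% Tween-20; 37 C, 40 min; Amplex Red detection 45 min RT; Hill fit → AC50.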
HTT ATP protect = qHTS Multiplex Assay to Identify Dual Action Probes in a Cell Model of Huntington: Cytoprotection (ATP); 230,000 tested, 0.14% active; PC12 HTT-Q103 induced, cytoprotection, ATP luminescence, 40 h; AID 1471, 2008; Potency, µM (doses to about 56.4 µM), for the others: cytoprotection (ATP increase), hits mostly activators;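 note: % of control where 0% means no effect; nearly all actives have a fitted effect of over 45% in size; toxic huntingtin expression switched on by the ecdysone agonist tebufenozide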
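Readout: ATPlite luminescence (ATP level). Model: stable PC12, inducible Htt exon1 Q103-GFP. Inducer: tebufenozide, 100 nM final. Compounds: dose series. No G418 in medium.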
GAA spleen mod = qHTS Assay for Inhibitors and Activators of Human alpha-Glucosidase From Spleen Homogenate | 240,000 tested, 0.006% active | Lysosomal alpha-glucosidase (Homo sapiens), P10253 | human spleen homogenate, 4-MU-alpha-glucoside fluorescence | AID 2112, 2009 | Potency, µM (doses to about 79.9 µM), inactives show top-dose activity change, negative = inhibition, hits mostly inhibitors;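 note: 0% = enzyme with vehicle and -100% = no enzyme basal signal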
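Human spleen homogenate (1 ug) incubated with compounds and 1 mM 4-methylumbelliferyl-alpha-D-glucopyranoside in pH 5.0 citrate/phosphate buffer, 37 C, 40 min. Stopped at pH 10; 4-MU fluorescence (Ex 365/Em 440 nm); AC50 by Hill fit.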
GAA inh = qHTS Assay for Inhibitors of Human alpha-Glucosidase as a Potential Chaperone Treatment of Pompe Disease; purified human GAA, 4-MU-alpha-glucoside fluorescence; Lysosomal alpha-glucosidase (Homo sapiens), P10253; Potency, µM (top dose mostly 76.9 µM), for inactives: top-dose activity change, negative = inhibition, usual class: inhibitors; 200,000 tested, 0.005% active;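 note: plate controls were uninhibited enzyme wells for no effect and no-enzyme background for full effect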
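Read-out is 4-methylumbelliferone fluorescence (Ex 365/Em 440 nm) after NaOH/glycine stop at pH 10. Enzyme 4 nM, substrate 400 uM, pH 5.0 citrate buffer, 20 min room temperature; AC50 from Hill-equation concentration-response.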
Tau fibril FP = qHTS for Inhibitors of Tau Fibril Formation, Fluorescence Polarization; Microtubule-associated protein tau (Homo sapiens), P10636; K18 P301L tau heparin fibrillization, Alexa594 FP, 6 h; Potency, µM (doses to about 57.7 µM), for inactives: top-dose activity, negative = inhibition, actives largely listed as inhibitors; 280,000 tested, 0.39% active; note: % is set by controls: 0 for no effect and ±100 for the full control effect; nearly all actives have a fitted effect of over 55% in size
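Human tau K18 […] P301L fragment, 15 uM unlabeled plus 0.24 uM Alexa 594-labeled tau (final), with compound and 20 uM heparin in 100 mM sodium acetate pH 7; 6 hr at 37 C, then Alexa 594 FP read.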
Tau fluor counter = Counterscreen qHTS for Inhibitors of Tau Fibril Formation, Fluorescence Polarization; tau K18 P301L (four-repeat tau fragment) Alexa594 fluorescence, heparin fibrillization; Potency, µM (highest dose often 57.7 µM), without a hit: at the top dose activity change, negative = decrease; 280,000 tested, 0.93% active; note: % is set by controls: 0 for no effect and ±100 for the full control effect; nearly all actives have a fitted effect of over 55% in size
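Human K18 P301L tau (15 uM unlabeled plus 0.24 uM Alexa 594-labeled, final) in 100 mM sodium acetate pH 7 was mixed with compound and 20 uM heparin and incubated 6 hr at 37 C.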
An asterisk follows results filed as active; u = inconclusive; x = no result given; & = joins results of further samples; [ ] = remark or other dose. Calls come from the whole dose curve; as a rule, active = well fitted curve in the direction sought with a large enough effect; inconclusive = small, poorly fitted or top-dose-only effect, or another doubt; inactive = no such curve, though single readings can be large; an effect the other way counts as inactive or inconclusive. Potency is the fitted concentration of half-maximal effect.

The line under a structure holds: GLA spleen mod | Tau ThT inhib | GAA glycogen | HTT ATP protect | GAA spleen mod | GAA inh | Tau fibril FP | Tau fluor counter
> CCOc1c(OC)cccc1C1CC(=O)Nc2cc3c(cc21)OCCO3 (stereo not drawn)
    -7.1% | -13.8% | -2.2% | -16.9% | -2.5% | -1.3% | -3.8% | -10.1%
> S=C(c1ccc(Br)cc1)N1CCN(Cc2ccccc2)CC1
    6.0% | -5.8% | -3.0% | -23.2% | -10.0% | -1.0% | -11.6% | -11.7%
> CCOc1ccc(C(Nc2ccc(C)cc2)P2(=O)OCC(C)(C)CO2)cc1 (stereo not drawn)
    -2.7% | 0.5% | -12.0% | 22.2% | -10.2% | u | 1.4% | -7.3%
> CCCCN(c1ccccc1)c1ncnc2nc[nH]c12
    -7.3% | 3.2% | 12.2% | -2.3% | -14.6% | 1.6% | -2.6% | -4.5%
> CNc1ncc(C(=O)c2ccccc2)s1
    -6.2% | 1.4% | 1.9% | -4.2% | -10.9% | -4.4% | 0.4% | 2.6%
> CC1CCCN(c2ncnc3c2cnn3-c2ccccc2)C1 (stereo not drawn)
    3.7% | u | 3.9% | -66.8%[inhibitor][10 µM] | 0.6% | x | -5.8% | -13.0%
> N#Cc1c2n(c3c(=O)n(Cc4ccccc4Cl)cnc13)CCCC2
    1.2% | -7.9% | -8.5% | 3.6% | -0.2% | u | 6.1% | -2.9%
> COc1ccc(C2CC(c3ccccc3OC(C)=O)=NN2C(=O)/C=C/c2ccccc2)cc1OC (stereo not drawn)
    -1.1% | -15.2% | 9.6% | -1.6%[10 µM] | -6.0% | -0.6% | 3.0% | -21.0%
> Cc1cc(C)n(CCc2nc(-c3ccco3)cs2)n1
    4.8% | 35.5µM* | -12.4% | -4.8% | 2.5% | -0.7% | u | -22.2%
> COC(=O)N/N=C/c1cc(N=Nc2ccccc2Cl)ccc1O
    1.3% | 1.58µM* | 5.7% | -36.9%[10 µM] | 5.9% | x | -2.4% | u
> FC(F)(F)c1cccc(-c2noc(-c3cc(-c4ccccc4)c(C(F)(F)F)s3)n2)c1
    -3.4%&-5.3% | -5.7% | x | 5.5% | -3.0%&1.5% | x | -14.5% | -7.1%
> CCn1c(Cn2nnc(-c3ccccc3)n2)nnc1SCC(=O)N1CCOCC1
    -2.0% | -2.5% | -10.2% | 5.5% | -3.4% | -2.4% | -4.2% | -0.8%
> O=S(=O)(c1cccc(NC(=S)Nc2ccc(Br)cc2Cl)c1)N1CCOCC1
    -5.4% | 2.9% | -2.0% | 6.6% | -4.1% | u | u | -26.1%
> O=C(NC1CCCC1)C(c1ccccn1)N(C(=O)c1csnn1)C1CCCC1 (stereo not drawn)
    -2.5% | -12.5% | u | 18.0%[1.9 µM] | -5.0% | 0.7% | -2.3% | -4.8%
> COc1ccc(NC(=O)Cc2ccc(C)c(C)c2)cc1Cl
    2.0% | -4.1% | 0.2% | -39.9%[inhibitor] | x | -5.0% | -8.5% | -17.0%
> COc1cc(OC)c2c(-c3cccc(-c4ccc(C(F)(F)F)cc4)c3)cc(=O)oc2c1
    2.4% | -8.5%[81.4 µM] | x | -173.2%[inhibitor] | -17.9% | x | -12.3%[81.3 µM] | -19.6%[81.3 µM]
> O=C(CSc1ccc(F)cc1)NC1CCCCC1
    0.2% | -3.1% | 22.9% | -42.2% | -7.7% | 13.2% | 0.8% | -5.5%
> O=C(Nc1ccccc1C(=O)N1CCOCC1)c1ccc([N+](=O)[O-])cc1
    -1.0% | 0.5% | 12.3% | -2.2%[10 µM] | -4.3% | 4.4% | 0.2% | 4.2%

10 entries from above, as a markdown table:
| Structure | GLA spleen mod | Tau ThT inhib | GAA glycogen | HTT ATP protect | GAA spleen mod | GAA inh | Tau fibril FP | Tau fluor counter |
| --- | --- | --- | --- | --- | --- | --- | --- | --- |
| Cc1cc(C)n(CCc2nc(-c3ccco3)cs2)n1 | 4.8% | 35.5µM* | -12.4% | -4.8% | 2.5% | -0.7% | u | -22.2% |
| COC(=O)N/N=C/c1cc(N=Nc2ccccc2Cl)ccc1O | 1.3% | 1.58µM* | 5.7% | -36.9%[10 µM] | 5.9% | x | -2.4% | u |
| FC(F)(F)c1cccc(-c2noc(-c3cc(-c4ccccc4)c(C(F)(F)F)s3)n2)c1 | -3.4%&-5.3% | -5.7% | x | 5.5% | -3.0%&1.5% | x | -14.5% | -7.1% |
| CCn1c(Cn2nnc(-c3ccccc3)n2)nnc1SCC(=O)N1CCOCC1 | -2.0% | -2.5% | -10.2% | 5.5% | -3.4% | -2.4% | -4.2% | -0.8% |
| O=S(=O)(c1cccc(NC(=S)Nc2ccc(Br)cc2Cl)c1)N1CCOCC1 | -5.4% | 2.9% | -2.0% | 6.6% | -4.1% | u | u | -26.1% |
| O=C(NC1CCCC1)C(c1ccccn1)N(C(=O)c1csnn1)C1CCCC1 (stereo not drawn) | -2.5% | -12.5% | u | 18.0%[1.9 µM] | -5.0% | 0.7% | -2.3% | -4.8% |
| COc1ccc(NC(=O)Cc2ccc(C)c(C)c2)cc1Cl | 2.0% | -4.1% | 0.2% | -39.9%[inhibitor] | x | -5.0% | -8.5% | -17.0% |
| COc1cc(OC)c2c(-c3cccc(-c4ccc(C(F)(F)F)cc4)c3)cc(=O)oc2c1 | 2.4% | -8.5%[81.4 µM] | x | -173.2%[inhibitor] | -17.9% | x | -12.3%[81.3 µM] | -19.6%[81.3 µM] |
| O=C(CSc1ccc(F)cc1)NC1CCCCC1 | 0.2% | -3.1% | 22.9% | -42.2% | -7.7% | 13.2% | 0.8% | -5.5% |
| O=C(Nc1ccccc1C(=O)N1CCOCC1)c1ccc([N+](=O)[O-])cc1 | -1.0% | 0.5% | 12.3% | -2.2%[10 µM] | -4.3% | 4.4% | 0.2% | 4.2% |
